# Compound activity from PubChem.
# miR122 inh: miR-122 Renilla sensor signal increase in Huh7, primary screen, miR-122 inhibitor project, cell-based, single point, plate reader | Huh7 miR-122 Renilla luciferase sensor, 48 h; neutral wells = 0, positive control = 100 | activation (reporter increase), % at 12.5 µM | 340,000 compounds, 0.3% hits | AID 602342, 2012;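 active = mean replicate activation score at least 90 and every replicate individually at or above 90; inconclusive = only one of the two criteria met; inactive = neither criterion met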;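 also: higher luciferase means less miR-122 activity so hits act as miR-122 inhibitors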
# FN deposition inh: inhibitors of fibronectin matrix deposition, primary screen, AH1F cells, Alexa488-fibronectin fluorescence, plate reader; AH1F fibroblasts, overnight; inhibition, % at 12.6 µM; 350,000 compounds, 0.086% hits;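 active = mean inhibition across replicates of 30% or more, regardless of how many single replicates reach that level; inconclusive = mean under 30% yet at least half of replicates reach 30%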;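 also: positive control wells lacked labelled fibronectin entirely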
#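 Assay system: AH1F fibroblast monolayer, labelled fibronectin deposition. Amount: 10000 cells per well. Also added: labelled fibronectin 24 nM. Compound: single-point pinned compound. Incubation: cell attachment 1 h, compound and FN exposure overnight. Detection: fluorescence after three HBSS washes, excitation 485 nm, emission 525 nm. Read-out: inhibition of fibronectin deposition signal.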
# EWS-Fli inh: EWS/Fli-driven NR0B1 reporter inhibitors, primary screen, A673 cells, NR0B1 luciferase, luminescence, MLPCN library; inhibition, % at 12.6 µM; viability-normalised; 350,000 compounds, 0.67% hits;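 active = mean inhibition of at least 50% after viability correction, with every replicate also passing that limit; inconclusive = mean reaches 50% but only one of two replicates passes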;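 also: firefly luciferase signal divided by Alamar Blue viability fluorescence both relative to DMSO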
# CFTR F508del cor: F508del CFTR correction, initial screen, CFBE line, single point. CFBE cells, YFP halide quenching; stimulated with forskolin plus potentiator P3; % fluorescence drop versus neutral controls. activity (quench increase), % at 7.58 µM. 350,000 compounds, 0.36% hits. AID 720511, 2013;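 active = mean added fluorescence quench of at least 8% versus neutral control, with both replicates also reaching 8%; inconclusive = only one of the mean or replicate conditions met; inactive = mean below 8% and not both replicates reaching 8%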;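 also: cells transiently co-express mutant CFTR-F508del with the halide-sensitive YFP; corrector assay measuring rescue of mutant channel to the surface after 24 h compound exposure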
# DENV2 CPE: inhibitors of DENV2 cytopathic effect, primary screen, cell-based, plate reader, single concentration | AID 651640, 2012 | DENV2-infected cells, cytopathic effect rescue | CPE inhibition, % at 9.99 µM | 350,000 compounds, 1.7% hits; in the data active = CPE inhibition above about 20%, passing the limit was not always enough; inconclusive = no clear call, values can overlap the other calls; tested in BHK-21 cells;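 also: 0% = median of neutral control wells and 100% = median of positive control wells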
# INS-1E GSIS act: GLuc luminescence reporter in INS-1E cells, primary screen for activators of glucose-dependent secretion of insulin. activation, % at 16.6 µM. INS-1E GLuc reporter insulin secretion, 2-3 h. AID 743287, 2014. 370,000 compounds, 0.61% hits;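 active = lowest replicate activation of at least 40%, so every replicate reaches that level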;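 also: 0% = median of neutral control wells and 100% = median of IBMX positive control wells; some compounds called inactive have numbers as strong as hits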
# PAX8 inh HTS: inhibitors of PAX8-driven TPO luciferase reporter, primary screen, RMG-I cells, single concentration; 360,000 compounds, 1.2% hits; SteadyGlo, 24 h; inhibition, % at 12.6 µM; AID 652154, 2013;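 active = mean replicate inhibition at least 60% with every replicate also reaching 60%; inconclusive = only one of the two criteria is met; inactive = mean below 60% and not all replicates reaching 60%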;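 also: luciferase light reporting Pax8 driven TPO promoter activity; plate controls were median of neutral control wells for no effect and mitoxantrone controls for full effect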
# * = called active by the depositor; ? = inconclusive; · = not tested or not shown; & = joins results of further samples; [ ] = dose if it differs, or a comment. Random draw from the library; 3.9% or so of the library scored in one or more.
SMILES,miR122 inh,FN deposition inh,EWS-Fli inh,CFTR F508del cor,DENV2 CPE,INS-1E GSIS act,PAX8 inh HTS
Cc1cc(NS(=O)(=O)c2ccc(NC(=O)c3ccc(Br)o3)cc2)nc(C)n1,·,·,3.0,-0.2,-0.6,-6.8,4.0
CN(C)c1ccc(NC(=S)N2CCN(c3ncc(C(F)(F)F)cc3Cl)CC2)cc1,·,-5.5,-6.1,0.9,3.2,-0.5,1.9
O=C(C[C@@H]1C[C@@H]2c3cc(NC(=O)C4CCOCC4)ccc3O[C@@H]2[C@@H](CO)O1)NCc1ccccn1,1.3[16.7 µM],1.0,-1.3,0.0,-1.5,-2.8,-22.8
C/C(=N\NC(=O)c1nn(C)c(C)c1Br)c1ccc(NC(=O)c2ccccc2F)cc1,-4.7,1.3,-56.9,-1.4,-5.9,0.2,40.2
CN(/N=C/Cc1nnnn1-c1ccc(Cl)cc1)c1ccccc1,·,1.8,-14.7,-0.7,2.9,-6.8,11.6
CNC(=O)CN1C(=O)NC(Cc2c[nH]c3ccccc23)C1=O (stereo not drawn),-1.0,8.5,7.3,0.0,5.0,17.5,19.7
O=C(C[C@@H]1CC[C@@H]2[C@H](COC[C@@H](O)CN2C(=O)Nc2cccc(Cl)c2)O1)N1CCCCC1,2.4[16.7 µM],-5.6,-32.1,-0.9,-0.3,-18.3,1.6
O=C(CSc1nncn1-c1cccnc1)Nc1cccc([N+](=O)[O-])c1,·,0.9,-5.8,0.9,-4.2,9.6,-7.3
CS(=O)(=O)Nc1cccc(C2=NN(C(=O)c3cccc(F)c3)C(c3cccs3)C2)c1 (stereo not drawn),-0.7,4.5,10.9,0.5,4.3,-4.8,26.2
O=C(C[n+]1ccc(C(=O)NCCCO)cc1)c1cccc(Br)c1,·,-2.1,-7.3,3.5,5.2,6.9,2.0
C[C@H]1CN([C@@H](C)CO)C(=O)c2cc(NS(=O)(=O)c3cccs3)ccc2O[C@H]1CN(C)S(C)(=O)=O,-8.7[16.7 µM],·,-86.4,-1.7,?,1.1,·
CC(C)[C@@H](CSc1ccccc1)N1CCN(Cc2ccccc2)CCC1=O,3.2,7.9,-6.0,1.3,9.3,-18.4,-10.9
COc1ccc(COC[C@@]23Oc4ccccc4[C@@H](NC(=S)N2C)[C@H]3CO[Si](C)(C)C(C)(C)C)cc1,·,·,-5.0,0.0,5.8,·,·
C[C@@H]1CCCCO[C@@H](CN(C)C(=O)CCCN(C)C)[C@H](C)CN([C@@H](C)CO)C(=O)c2cc(NS(=O)(=O)c3cccs3)ccc2O1,7.0[16.7 µM],·,-9.2,0.0,·,6.7,-0.3
CO[C@@H]1CN(C)C(=O)c2cc(NC(=O)C3CCCCC3)ccc2OC[C@@H](C)N(C(=O)Nc2ccc(C(F)(F)F)cc2)C[C@H]1C,·,-12.6&-3.4,7.1,1.3,15.4,-15.9&-15.8,·
CCC(C)(C)NC(=O)C(c1ccc(F)cc1)N(Cc1ccc(OC)cc1)C(=O)c1cnccn1 (stereo not drawn),-3.6,-0.9,-41.3,1.0,·,-3.8,9.2
C=CC[C@@H](CC(=O)N[C@@H](CO)Cc1ccccc1)C(=O)NCCOC(=O)[C@@H](CC=C)Cc1ccc(F)cc1,·,-2.2,-3.2,0.7,-6.7,·,14.7
O=S(=O)(Nc1nc2ccc(S(=O)(=O)N3CCCCC3)cc2s1)c1ccccc1,0.3,7.4,·,·,·,10.5,·
O=C(COc1ccc(/C=N/NC(=O)C(=O)N2CCCCCC2)cc1)Nc1ccccc1Cl,0.8,-7.1,-41.3,-3.1,·,·,78.0*
CO[C@H]1CN(C)C(=O)c2cc(NS(=O)(=O)c3cn(C)cn3)ccc2OC[C@H](C)N(C)C[C@@H]1C,12.6[16.7 µM],-21.3,-0.1,1.8,·,8.8,6.0
CCOc1cccc(=O)c2c(C)n(CC(=O)c3ccccc3)c(C)c12,·,·,3.7,-0.7,-2.4,-9.0,39.6
CCc1nnc(NC(=O)c2ccc(S(=O)(=O)N(C)Cc3ccccc3)cc2)o1,·,-0.4,27.1,3.3,-8.1,·,·
CCCN1[C@@H]2c3ccc(-c4ccccc4F)c(=O)n3C[C@H]1[C@H](CO)[C@H]2C(=O)NCc1ccccn1,·,·,-10.2,0.4,-1.0,2.2,4.9
CCOC(=O)N1CCN(S(=O)(=O)c2cc3c(cc2C)NC(=O)CO3)CC1,1.5,-0.4,·,·,·,·,6.6
COc1ccc(CCC(=O)N2CCN(S(=O)(=O)c3ccc(OC)c([N+](=O)[O-])c3)CC2)cc1,-5.2,-6.9,10.4,-3.2,-0.8,-1.2,-1.3

# Continued.
SMILES,miR122 inh,FN deposition inh,EWS-Fli inh,CFTR F508del cor,DENV2 CPE,INS-1E GSIS act,PAX8 inh HTS
CCc1noc(C)c1C(=O)NNC(=O)COc1ccc(C)cc1,·,6.3,1.1,0.7,-8.4,10.2,3.1
OC[C@@H]1CN(Cc2ccc(-c3ccccc3)cc2)C[C@H](n2cnc3c(N4CCOCC4)ncnc32)O1,-7.1,-6.9,7.1,0.3,3.6,-24.1,-7.6
OC[C@H]1CC[C@@H]2O[C@H](CCc3ccc(-c4ccc(F)cc4)cc3)[C@H](n3cc(C4CC4)nn3)C[C@@H]2O1,·,·,-0.1,-1.5,-6.9,·,-19.6
Cc1ccc(NC(=O)CN2CCc3ccccc3C2)cc1S(=O)(=O)N(C)C,·,5.0,2.2,0.8,·,1.5,7.6
CS(=O)(=O)Nc1ccc2c(c1)[C@@H]1C[C@@H](CC(=O)NCc3ccc(-c4ccccc4)cc3)O[C@@H](CO)[C@@H]1O2,69.4[16.7 µM],-18.0,56.6*,2.8,-3.5,-19.5,81.9*
CN(C)CC(=O)N1[C@@H]2c3ccc(-c4ccncc4)c(=O)n3C[C@H]1[C@H](CO)[C@H]2C(=O)NC1CCC1,-6.2[16.7 µM],·,-4.9,-2.3,?,12.0,-3.0
COc1ccccc1OCc1cc(-c2ccccc2)no1,·,·,-156.7,·,-8.6,5.0,-193.5
CC(=O)c1ccc(NC(=O)CSc2nnc(-c3ccco3)o2)cc1,2.4,-2.1,-36.6,2.2,18.0,3.8,2.8
C=CCNC(=O)c1ccc2nccnc2c1,-3.2,-1.6,·,·,·,6.0,·
COc1cccc(CC(=O)Nc2ccc(-c3csc(C)n3)cc2)c1,-14.6,6.8,-29.6,1.6,-5.6,5.4,-30.7
Cc1ccc(S(=O)(=O)N(C)CCCC(=O)Nc2cc(C)ccc2C)cc1,-2.1,4.1,1.8,0.5,-10.6,-4.1,2.6
NC(=S)NN=CCn1cc([N+](=O)[O-])c(=O)[nH]c1=O,-7.5,8.1,-6.5,3.2,2.0,17.8,-1.9
c1ccc(CNc2nc(-c3cccs3)nc3ccccc23)cc1,·,5.4,11.5,5.1,0.9,5.1,-6.5
Cc1noc(C)c1S(=O)(=O)Nc1ccc2c(c1)C(=O)N([C@@H](C)CO)C[C@@H](C)[C@@H](CN(C)C(=O)CCCN(C)C)OCCCC[C@@H](C)O2,-5.1[16.7 µM],·,-3.9,-0.2,7.9,15.6,-35.2
CCN(c1ccccc1C)S(=O)(=O)c1cc2c3c(c1)CCC(=O)N3CCC2,-3.3,6.0,·,1.2,-7.2,-5.3,4.9
Cc1c(Cl)cccc1NC(=O)CC1SC(=NCC2CCCO2)NC1=O (stereo not drawn),·,8.8,-6.9,·,1.4,-7.5,-1.5
Cc1nnc(SC(C)C(=O)Nc2ccc3ccccc3c2)n1C (stereo not drawn),7.6,-7.2,8.5,3.6,-1.4,6.0,2.2
Cc1ccc(NC(=S)c2ccc(N(C)C)cc2)cc1,6.9,-6.3,·,·,·,-33.0,-211.7
O=C(C[C@@H]1CC[C@H]2[C@@H](COC[C@H](O)CN2Cc2ccc(Cl)cc2)O1)NCCc1ccccc1,-7.3[16.7 µM],-4.9,14.6,0.8,-2.5,-15.5,29.6
O=C1C=C(c2cccs2)C[C@H](c2ccccc2)[C@H]1n1nnc([N+](=O)[O-])n1,·,-23.3,·,·,·,-17.0,38.5
O=C(NCC[C@@H]1CC[C@H](NS(=O)(=O)c2ccccc2F)[C@H](CO)O1)c1ccc(F)cc1,-0.3[16.7 µM],-2.6,-5.6,4.7,1.1,2.1,7.8
Cc1nc2ccccn2c1-c1csc(NCc2ccco2)n1,3.1,·,·,·,·,-13.6,6.3
CC1(C)C/C(=N\O)C(C(O)c2cccc([N+](=O)[O-])c2)C(C)(C)N1 (stereo not drawn),·,10.2,3.2,-3.3,5.0,-0.3,6.1
O=C(N[C@@H]1CC[C@H](CCNC(=O)c2cnccn2)O[C@H]1CO)c1ccc2c(c1)OCO2,1.3[16.7 µM],-10.9,0.6,-1.3,9.6,5.3,-5.9
COc1ccc(CNC(=O)CN2CCN(c3ccccc3O)CC2)cc1OC,-4.5,2.9,5.8,-1.0,-0.1,2.4,-5.6

# Next part.
SMILES,miR122 inh,FN deposition inh,EWS-Fli inh,CFTR F508del cor,DENV2 CPE,INS-1E GSIS act,PAX8 inh HTS
Cc1ccc(Nc2c(F)c(F)c(F)c(F)c2C(=O)O)cc1,·,3.9,1.4,0.0,4.1,-2.9,-19.0
CCN(CC)S(=O)(=O)c1ccc2c(c1)nc(CCC(=O)Nc1ccc3c(c1)OCO3)n2CC,-1.1,2.9,·,·,·,-18.2,16.9
CC(=O)c1ccc(NC(=O)c2cc(S(=O)(=O)N3CCOCC3)ccc2C)cc1,1.0,·,·,1.8,-1.7,-15.1,-7.5
CN(C)CCCNC(=S)/N=c1\sccn1Cc1ccccc1Cl,·,5.3,8.4,0.9,9.7,-0.3,-7.8
COc1cccc2c1OC[C@@H](CO)[C@H]2N(C)C(=O)Nc1ccccc1,-3.1,·,-0.8,-2.0,-2.9,-6.2,·
CCOc1ccc(CCNC(=O)COC(=O)c2nc(Cl)ccc2Cl)cc1OCC,·,-6.4,-2.1,4.7,-4.4,43.7*,-4.4
COCC#Cc1ccc([C@H]2[C@H]3CN(C(=O)C4CC4)CC(=O)N3[C@H]2CO)cc1,·,-4.1,-4.5,-0.9,-3.4,1.4,-23.6
C/C=C/c1ccc([C@@H]2[C@H](CO)N[C@H]2CN(C(=O)c2ccccc2F)C(C)C)cc1,-16.7[16.7 µM],5.3,11.2,2.3,·,-1.2,-1.3
O=C(C1CCCC1)N1CCC(CO)(Cc2ccccc2Cl)CC1,·,-1.8,0.6,-1.0,-1.0,2.9,-15.6
CC(C)NC(=O)Nc1ccc2c(c1)C(=O)N([C@H](C)CO)C[C@H](C)[C@H](CN(C)CC1CCCCC1)O2,-0.6[16.7 µM],·,-1.6,-1.7,-3.6,1.3,-0.1
COC(=O)[C@]1(C)CCC[C@@]2(C)C3CC[C@@]4(C)C[C@]3(CCC21)CC(=O)N4Cc1ccc(OC)cc1 (stereo partly drawn),·,1.7,-7.4,-1.2,?,·,0.0
CC(=O)c1cccc(Nc2nc(-c3cccnc3)cs2)c1,4.0,2.5,-171.2,1.2,6.2,6.8,-29.2

# A portion from further up:
SMILES,miR122 inh,FN deposition inh,EWS-Fli inh,CFTR F508del cor,DENV2 CPE,INS-1E GSIS act,PAX8 inh HTS
COC(=O)[C@]1(C)CCC[C@@]2(C)C3CC[C@@]4(C)C[C@]3(CCC21)CC(=O)N4Cc1ccc(OC)cc1 (stereo partly drawn),·,1.7,-7.4,-1.2,?,·,0.0
CC(=O)c1cccc(Nc2nc(-c3cccnc3)cs2)c1,4.0,2.5,-171.2,1.2,6.2,6.8,-29.2
